# Screening results (PubChem BioAssay)
# CHRM1 agonist: activates human CHRM1 receptor; hit rate 0.33% among 360,000; activation, % at 3 µM; CHO-K1 hM1, Fluo-8 calcium fluorescence, agonist mode; 0% DMSO, 100% acetylcholine EC100; AID 588814;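 active means activation above the run's mean compound activation plus 3 SD, cut at about 16% in these data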;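 further: peak over basal fluorescence ratio within a 140 s kinetic read after compound addition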
# Target sequence (P11229 whole entry, looked up): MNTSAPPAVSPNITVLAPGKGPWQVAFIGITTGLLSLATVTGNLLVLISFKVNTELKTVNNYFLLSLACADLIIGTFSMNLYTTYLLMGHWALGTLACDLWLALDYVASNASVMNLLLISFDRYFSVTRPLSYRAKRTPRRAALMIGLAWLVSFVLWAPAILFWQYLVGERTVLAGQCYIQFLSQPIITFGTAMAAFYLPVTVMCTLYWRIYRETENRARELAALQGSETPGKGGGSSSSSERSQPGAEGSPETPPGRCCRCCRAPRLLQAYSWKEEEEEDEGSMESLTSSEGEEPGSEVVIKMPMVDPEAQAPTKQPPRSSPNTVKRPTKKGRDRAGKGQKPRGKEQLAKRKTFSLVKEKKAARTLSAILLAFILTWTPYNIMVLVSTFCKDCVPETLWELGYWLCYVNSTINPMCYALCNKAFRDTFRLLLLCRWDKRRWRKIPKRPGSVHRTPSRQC
# CHRM5 PAM: positive allosteric modulators of human muscarinic M5 receptor | P08912 | CHO-K1 hM5, Fluo-8 calcium, ACh EC20 PAM; 0% = ACh EC20, 100% = ACh EC100 | activation, % at 3 µM | hit rate 0.3% among 360,000 | AID 624038;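 active means activation above the run cutoff, the mean activation of all test compounds plus 3 SD, cut at about 18% in these data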
# Target sequence (P08912 whole entry, looked up): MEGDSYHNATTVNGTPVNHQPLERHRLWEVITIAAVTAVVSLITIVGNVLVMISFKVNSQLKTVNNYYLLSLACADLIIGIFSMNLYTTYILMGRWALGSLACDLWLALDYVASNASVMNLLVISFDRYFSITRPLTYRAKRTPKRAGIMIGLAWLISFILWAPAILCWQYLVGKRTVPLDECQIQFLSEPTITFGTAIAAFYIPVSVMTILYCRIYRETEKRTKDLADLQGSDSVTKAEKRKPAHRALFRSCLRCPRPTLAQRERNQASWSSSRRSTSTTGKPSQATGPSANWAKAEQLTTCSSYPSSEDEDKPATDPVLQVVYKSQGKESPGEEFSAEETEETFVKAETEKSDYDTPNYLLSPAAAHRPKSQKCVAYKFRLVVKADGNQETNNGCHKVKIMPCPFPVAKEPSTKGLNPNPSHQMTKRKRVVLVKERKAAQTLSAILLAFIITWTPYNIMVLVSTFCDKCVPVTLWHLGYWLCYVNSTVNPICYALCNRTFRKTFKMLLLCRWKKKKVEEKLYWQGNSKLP
#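 Test system: CHO-K1 hM5 cells / Doses: single-point, 3 µM nominal / Times: Post-acetylcholine fluorescence recording 140 s / Technique: Fluo-8 calcium fluorescence / Measure: Max/basal fluorescence ratio as % of EC20–EC100 ACh window / Benchmarks: low control EC20 acetylcholine (0%), high control EC100 acetylcholine (100%) / Replicates: one well per compound, no replicates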
# CHRM1 antagonist: antagonists of human M1 muscarinic receptor | CHO-K1 hM1, Fluo-8 calcium fluorescence, ACh EC80 antagonist | hit rate 1.3% among 360,000 | inhibition, % at 3 µM | AID 588852;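 active means percent inhibition above its own plate's cutoff, namely the mean of that plate's compound wells plus 3 SD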;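 further: peak over basal fluorescence ratio during 140 s after agonist addition; 0% = ACh EC80 plus DMSO and 100% = DMSO alone without agonist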
# CHRM1 PAM: potentiates human M1 receptor response to acetylcholine. P11229. CHO-K1 hM1, Fluo-8 calcium fluorescence, ACh EC20; 0% = ACh EC20, 100% = maximal ACh. activation, % at 3 µM. hit rate 0.088% among 360,000. AID 588819; in the data active means activation above about 19%, passing the limit was not always enough
# CHRM4 antagonist: CHRM4 antagonism in calcium assay. CHO-hM4 cells, ACh EC80, Fluo-8 calcium fluorescence. inhibition, % at 3 µM. hit rate 0.73% among 360,000. AID 624125;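 active means inhibition above its plate's cutoff, the mean inhibition of sample wells plus 3 SD, cut at about 27% in these data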;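 further: 0% = acetylcholine EC80 with DMSO and 100% = DMSO without agonist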
# TAAR1 ag: human TAAR1 agonism; Q96RJ0; CHO RD-HGA16 TAAR1, Fluo-8 calcium fluorescence; vehicle wells 0%, saturating PEA agonist 100%; activation, % at 3 µM; hit rate 0.99% among 360,000; AID 624467;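 active means activation above the mean activation of all test compounds in the run plus 3 SD, cut at about 38% in these data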
#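 System: CHO-derived RD-HGA16 cells with stable Gα16 and human TAAR1 / Times: 17-24 h plating, Fluo-8 75 min 37 °C, 30 min RT / Technique: calcium-sensitive Fluo-8 signal, excitation 470-495, emission 515-575 nm / Measure: % activation relative to PEA EC100 response / Benchmarks: DMSO and PEA EC100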
# M4 ag: CHRM4 agonism in calcium assay; P08173; hit rate 0.14% among 360,000; CHO-K1 hM4/Gqi5, Fluo-8 calcium fluorescence; vehicle 0%, full acetylcholine response 100%; AID 624127; activation, % at 3 µM;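 active means activation above the run mean over all test wells plus 3 SD, cut at about 32% in these data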;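 further: peak over basal fluorescence ratio per well then scaled between controls; 0% = DMSO wells and 100% = acetylcholine at EC100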
# M5 antag: antagonists of human muscarinic M5 receptor (CHRM5). CHO-hM5 cells, Fluo-8 calcium fluorescence, ACh EC80. P08912. hit rate 0.59% among 360,000. inhibition, % at 3 µM;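 active means inhibition above a per-plate cutoff, the mean of that plate's test compounds plus 3 SD, cut at about 27% in these data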;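 further: 0% = acetylcholine EC80 with DMSO and 100% = DMSO without agonist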
# CHRM5 agonist: agonists of human muscarinic M5 receptor (CHRM5) | P08912 | CHO-K1 hM5 cells, Fluo-8 calcium fluorescence; 0% DMSO wells, 100% maximal acetylcholine response | activation, % at 3 µM | hit rate 0.19% among 360,000;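 active means activation above the run's mean over test compounds plus 3 SD, cut at about 23% in these data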;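 further: signal is peak over basal fluorescence ratio across the kinetic read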
# * marks the source's active call; other numbers are inactive results; nt = not tested or not shown. The list is partial. The share of hits here may be higher or lower than overall.
SMILES,CHRM1 agonist,CHRM5 PAM,CHRM1 antagonist,CHRM1 PAM,CHRM4 antagonist,TAAR1 ag,M4 ag,M5 antag,CHRM5 agonist
COC(=O)C1=CNC=C(C(=O)OC)C1c1cccc2ccccc12,-8,-5,-6,3,7,8,1,5,0
Nc1ccc2c(c1)C(=O)c1ccc(Cl)cc1-2,-5,5,-12,8,-3,1,2,8,-6
c1ccc2c(Nc3nc(-c4ccncc4)nc4ccccc34)cccc2c1,-5,-7,4,-6,8,5,-1,7,-4
CC(C)CC(=O)c1c[nH]c(C(=O)O)c1,-3,2,-6,-2,-11,7,1,-5,2
CC(=O)c1cccc(NC(=O)C2(C)Cc3c(-c4cccc(C(N)=O)c4)ccnc3O2)c1 (stereo unspecified),-3,-6,4,-2,-12,5,8,2,0
Cc1[nH]c2ccccc2c1CCNC(=O)CCC(=O)c1ccccc1,-2,-2,-9,3,-12,1,0,-1,-4
CCc1ccc(C(=O)COC(=O)CNC(=O)c2ccc(N3C(=O)c4ccccc4C3=O)cc2)cc1,-4,0,-5,11,-3,-1,0,1,1
CCc1nccn1S(=O)(=O)c1cc(Br)ccc1OC,1,0,14,-1,0,2,1,2,-4
CCN(CC)c1ccc(C=Nc2cccnc2Cl)c(O)c1,-6,-4,8,1,-8,3,2,2,-3
CCOC(=O)c1c(C)[nH]c(C)c1C(=O)COC(=O)c1cccc(S(=O)(=O)NC)c1,-3,-1,-19,-3,-2,2,3,1,-1
COc1ccc(NC(=O)CN(C)C(=O)c2cc(CN3C(=O)c4ccccc4C3=O)ccc2OC)cc1,-6,5,-3,1,0,2,0,0,1
O=C(O)c1ccccc1-c1cn2cc(Cl)ccc2n1,-3,-7,0,3,9,12,0,21,-1
CCOC(=O)c1ccc(-n2cncn2)nc1,-4,-1,-5,2,-4,5,0,-6,-6
O=C(NCC1(N2CCCCC2)CCCCC1)c1cccc(S(=O)(=O)Nc2ccc(F)cc2)c1,-7,2,24,-6,3,2,1,4,-4
COc1ccc(N2CCN(C(=O)c3ccc(N(C)S(=O)(=O)c4ccc(C)cc4)cc3)CC2)cc1,-7,-3,9,-13,5,6,8,2,6
COc1ccc(CCNC(=O)c2ccc(Cl)cc2Cl)cc1OC,-3,5,1,1,-7,2,1,-1,-2
COc1ccc(/C=N/NC(=S)NCC2CCCO2)cc1 (stereo unspecified),-3,0,-3,0,5,4,0,5,5
COc1cc(/C=C/C(=O)OCC(=O)Nc2cc(C(F)(F)F)ccc2N2CCOCC2)ccc1O,-4,-1,10,-2,0,6,3,0,-1
C[C@H](O)[C@@H]1C(=O)N2CCc3ccc(-c4cccc(F)c4)cc3[C@@H]2C[C@@H]1N(C)C(=O)Nc1ccccc1,1,-5,-19,12,-11,1,3,-1,0
Cc1cccc(CN(C)C[C@@H]2OCc3cnnn3CCCC(=O)N([C@@H](C)CO)C[C@H]2C)c1,-1,1,-17,11,-12,3,2,-7,1
COc1cc(OC)c(C2=Nc3ccc(Br)cc3C(c3ccccc3)N2CC(=O)NN)cc1OC (stereo unspecified),-2,6,-4,3,-4,1,1,2,-4
O=C(O)c1ccc(Cl)c(S(=O)(=O)Nc2ccc(OCc3ccccc3)cc2)c1,-11,4,1,4,2,4,0,10,-4
COc1ccc(-c2oc3ccccc3c2C(=O)OCc2ccc(O)cc2)cc1,-5,6,4,5,-17,2,1,-2,-2
COC(=O)CN(C)C1CC(=O)N(c2ccc(Cl)cc2)C1=O (stereo unspecified),-6,1,-1,4,-1,8,1,0,-4
Cc1ccc(-n2c(O)c(C=NCc3ccccn3)c3ccccc3c2=O)cc1C,0,7,-2,11,-5,6,6,-11,2
COC(=O)[C@@]12CCCCN1[C@H](c1ccc(-c3cccc(Cl)c3)cc1)[C@H]1C(=O)N(C)C(=O)[C@H]12,-1,-3,-7,3,5,6,0,14,0
CN(C)c1nc(N)c([N+](=O)[O-])c(NCCO)n1,-6,-1,-1,4,-6,0,0,-1,0
COCCNC(=S)N(C)[C@H]1C[C@H]2c3cc(-c4ccccc4)ccc3CCN2C(=O)[C@H]1[C@H](C)O,-1,-5,-13,4,-23,3,5,7,0
CCOC(=O)c1sc(Nc2nc3c(F)cccc3s2)cc1C,-8,-4,-12,3,-4,-3,1,4,-6
Cc1cccc(C(=O)Nc2nnc(-c3ccc(C(C)(C)C)cc3)s2)c1,-2,0,-4,7,0,4,0,-1,-1
CCc1ccc(NC(=O)c2ccc3c(c2)C(=O)N(Cc2ccco2)C3=O)cc1,-3,-7,8,-4,-8,-1,9,3,3
Cn1c(SCC(=O)Nc2ccc(NC(=O)c3ccccc3F)cc2)nnc1-c1ccncc1,-6,-5,-10,0,-27,nt,5,8,-3
CC(C)=CCN1CCN(Cc2cc3ccccc3[nH]2)CC1CCO (stereo unspecified),-4,10,-18,9,0,0,2,-2,-1
O=C(Cc1ccc([N+](=O)[O-])cc1)N/N=C/c1cccnc1,0,-4,-7,14,7,5,0,12,0
COc1ccccc1/C=N/NC(=O)c1nnn(-c2nonc2N)c1CN(C)c1ccccc1,-4,-6,8,-8,-14,-2,8,-7,-3
CCCn1c(SCC(=O)Nc2ccc(OC)cc2)nnc1-c1ccncc1,-2,-7,-11,7,-1,7,1,6,-2
Cc1nc2ccc(Cc3ccc4nc(C)[nH]c4c3)cc2[nH]1,-6,4,-6,1,-4,-2,-1,-3,-1
Cc1cccnc1C(NC(=O)C1CCN(Cc2ccccc2)CC1)c1ccc(F)cc1 (stereo unspecified),-3,-16,-7,0,-1,3,2,2,-3
CCC(=O)c1ccc(OCC(=O)OCC(=O)N2CCc3ccccc32)cc1,-3,3,-6,5,-1,1,1,1,-2
COCc1cc(C)nc(SCC(=O)Nc2ccc(N3CCOCC3)cc2)c1C#N,-3,2,8,-3,2,1,2,1,-3
FC(F)(F)c1ccccc1Cc1c(-c2cccc(Cl)c2)nc2c3ccccc3ccn12,nt,7,nt,nt,-13,3,0,-3,-2
COC(=O)N/N=C/c1ccc([N+](=O)[O-])s1,0,-1,9,1,-5,1,1,3,0
COc1ccc(OC)c(CNC(=O)C2CCCN(S(=O)(=O)N3CC(C)CC(C)C3)C2)c1 (stereo unspecified),-4,1,8,-5,3,3,5,6,-5
O=C(Nc1ccc2ccccc2n1)c1ccc(Cl)cc1,-5,1,-8,3,-3,6,1,8,-3
COc1ccccc1NC(=O)CSc1nc2ncccc2[nH]1,1,-5,-8,3,-11,5,7,-6,1
COC(=O)C(O)(CC(=O)Nc1ccc(OC)cc1)C(F)(F)F (stereo unspecified),-5,-5,-9,7,11,0,1,2,-1
COc1cc2c(cc1OC)[C@@H](Cc1ccc(OCCC#N)cc1)N(C)CC2,-10,-4,1,2,1,1,1,14,-5
CCC(C)NC(=O)c1cn(CC)c2cc(N3CCN(C(=O)c4ccco4)CC3)c(F)cc2c1=O (stereo unspecified),-1,-2,0,0,4,6,7,4,4
COc1ccc(CCNS(=O)(=O)c2ccc(C3CNC(=O)C3)cc2)cc1OC (stereo unspecified),-4,-2,7,-7,17,0,0,4,0
O=C(c1ccc(F)cc1)C1CCN(C(=O)Nc2ccc(F)cc2)CC1,-1,6,-2,4,8,1,4,-7,-1
CCN(Cc1cc2cc(C)ccc2[nH]c1=O)C(=O)c1cccc(OC)c1,-2,-4,-3,3,-9,2,2,2,1
Nc1nnc(SCC(=O)Nc2ccc(Cl)c(C(=O)O)c2)s1,-4,-10,5,-6,1,7,0,20,-4
O=C(Cc1ccccn1)c1ccc(Cl)cc1,-8,1,35,-12,4,5,-1,13,0
CCOC(=O)C/C(=N\Nc1ncnc2ccccc12)c1ccccc1,2,-4,7,1,10,1,6,14,0
C/C(N)=C(/C#N)C(=O)CSc1n[nH]c(-c2cccs2)n1,-2,5,-11,4,-2,0,3,-3,-4
CCc1ccc(/C=C2/SC(=S)N(CCC(=O)NCCCN3CCOCC3)C2=O)cc1,-4,-7,-5,2,-13,1,6,12,-4
COCc1cn(CC[C@@H]2CC[C@@H](NC(=O)Nc3ccc4c(c3)OCO4)[C@@H](CO)O2)nn1,nt,-4,nt,nt,-4,5,0,3,2
CCOc1cc(/C=C2/SC(=S)NC2=O)ccc1OC(=O)c1ccco1,0,-13,5,4,5,-1,0,2,0
CCOC(=O)CNC(=O)CSc1nnc(Cn2c(=O)sc3ccccc32)n1-c1ccccc1C,-6,1,1,0,5,1,0,-1,0
O=C1C(Cl)=C(Nc2ccccc2)C(=O)c2ccccc21,-9,-9,13,1,14,-3,-1,8,-3

# Continued:
SMILES,CHRM1 agonist,CHRM5 PAM,CHRM1 antagonist,CHRM1 PAM,CHRM4 antagonist,TAAR1 ag,M4 ag,M5 antag,CHRM5 agonist
CC(OC(=O)Cc1c[nH]c2ccccc12)C(=O)Nc1ccc(S(N)(=O)=O)cc1 (stereo unspecified),-1,6,-10,7,0,2,1,6,1
CCN(C(=O)c1cc2ccccc2oc1=O)c1cccc(C)c1,-7,-2,4,-7,3,4,0,3,-11
CC(=O)NC(=S)Nc1ccc(N2CCOCC2)c(S(=O)(=O)Nc2cc(Cl)ccc2Cl)c1,-9,2,8,-8,1,3,0,-1,-2
c1csc(-c2nc3ccccc3s2)c1,-3,7,-21,20,1,2,-1,3,-1
O=C(NCc1ccc(Br)cc1)OC1CC2CC1[C@H]1CCCCN1C2=O (stereo partly specified),nt,1,nt,nt,-13,2,5,-5,2
CCN1CCN(C(=O)c2ccc(S(=O)(=O)Nc3ccccc3)cc2)CC1,-7,0,-12,11,-9,-1,3,14,-3
COc1ccc(-c2sc3ccc(OC)cc3c2-c2ccc(O)cc2)cc1,4,-7,-4,14,-5,0,-1,-4,-1
COc1ccccc1Cc1c(-c2ccccc2)nc2ccc(Br)cn12,-7,-8,-2,8,-2,-2,1,6,0
CCn1c2ccccc2c2cc(NC(=O)N3CCCCC3)ccc21,-6,-3,-10,-1,-3,1,2,1,-1
CC#CC[N+](C)(CC#CC)CC(=O)c1ccccc1,-16,3,1,6,-1,1,1,1,-2
CS(=O)(=O)Nc1ccccc1Oc1ccccc1,-3,1,-3,4,-3,-2,0,-1,0
O=S(=O)(c1ccc(F)cc1)N1CCN(CCOc2ccccc2)CC1,-3,-4,9,-7,6,4,3,12,-2
CCc1ccccc1NC(=O)CNC(=O)c1cccc(S(=O)(=O)N2CCN(Cc3ccccc3)CC2)c1,-5,-6,4,0,-2,5,9,3,2
O=C(COC(=O)c1cccc(S(=O)(=O)N2CCCC2)c1)NCc1ccccc1,-8,-2,-2,10,3,3,1,-5,-2
Cc1c(Cc2ccccc2)c(=O)oc2cc(OCC(=O)N[C@@H](Cc3ccccc3)C(=O)O)ccc12,-8,-3,-4,7,1,3,-1,1,1

# Pulled by structure from the entries so far:
SMILES,CHRM1 agonist,CHRM5 PAM,CHRM1 antagonist,CHRM1 PAM,CHRM4 antagonist,TAAR1 ag,M4 ag,M5 antag,CHRM5 agonist
O=C(COC(=O)c1cccc(S(=O)(=O)N2CCCC2)c1)NCc1ccccc1,-8,-2,-2,10,3,3,1,-5,-2
CS(=O)(=O)Nc1ccccc1Oc1ccccc1,-3,1,-3,4,-3,-2,0,-1,0
